4-MU autofl – compound fluoresces in the 4-MU spectral region; compound autofluorescence, 340/450 nm, 4-MU equivalents; active compounds read high; max dye-equivalent concentration, M; 11% of 59,000 active; AID 589; in the data active means max dye-equivalent concentration above about 10 nM; inconclusive means mostly about 1.1 nM to 9.6 nM
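Compounds in 100 mM Tris, pH 8.0, incubated 15 min at room temperature, then fluorescence read at 340 nm excitation/450 nm emission. Signal converted to 4-MU dye-equivalent concentration using an on-plate six-point 4-MU standard curve.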
BRCT inh green – inhibitors of human BRCA1 BRCT-phosphoprotein interaction (green fluorophore). P38398. BRCA1 BRCT-phosphopeptide binding, green fluorescence polarization. Potency, µM (titrated, usually from 76.9 µM), for the others: at the top dose activity change, negative = inhibition, hits mostly inhibitors. 0.05% of 75,000 active. AID 875;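 further: potency means the concentration at half of the fitted maximal effect; plate controls were peptide without protein for full effect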
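Compounds were incubated for 12 min at room temperature with a complex of 100 nM fluorescein-tagged pBACH1 decapeptide and 250 nM His-tagged BRCT protein. Buffer was phosphate pH 7.3 with EDTA, DTT and Tween 20. Disruption of binding lowers the polarization signal.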
Casp7 inh – blocks human caspase-7 allosterically or competitively; P55210; recombinant caspase-7, Ac-DEVD-AFC fluorescence rate; Potency, µM (doses to about 57.5 µM), for inactives: at the top dose activity change, negative = inhibition, actives largely listed as inhibitors; 0.02% of 75,000 active; AID 889; active means well fitted inhibition curve with a large enough effect in the main read-out, with a control signal flat, not every such curve was filed as active; inconclusive means small, poorly fitted or top-dose-only effect, or a change in a side signal; further: potency means the concentration at half of the fitted maximal effect; % of control where 0% means no effect
Target sequence (P55210 24-198 limits assumed): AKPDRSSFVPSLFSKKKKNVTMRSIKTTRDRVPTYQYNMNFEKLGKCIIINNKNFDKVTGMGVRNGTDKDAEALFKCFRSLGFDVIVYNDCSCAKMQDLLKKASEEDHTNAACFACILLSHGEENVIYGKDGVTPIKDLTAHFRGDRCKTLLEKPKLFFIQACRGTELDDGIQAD
Target sequence (P55210 207-303 limits assumed): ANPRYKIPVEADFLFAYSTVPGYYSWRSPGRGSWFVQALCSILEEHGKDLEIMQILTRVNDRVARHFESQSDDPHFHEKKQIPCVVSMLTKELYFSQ
Casp1 inh – caspase-1 (human) inhibition, allosteric or competitive | 0.03% of 75,000 active | Caspase-1 enzyme, Ac-WEHD-AFC fluorogenic rate | P29466 | Potency, µM (titrated, usually from 57.5 µM), for the others: at the highest dose activity change, negative = inhibition, usual class: inhibitors;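 further: potency means the concentration at half of the fitted maximal effect; plate controls were vehicle for no effect and no substrate for full effect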
BRCT inh red – inhibitors of human BRCA1 BRCT-phosphoprotein interaction (red fluorophore); BRCT-phosphopeptide binding, red fluorescence polarization; 0.03% of 75,000 active; Potency, µM (doses to about 76.9 µM), without a hit: at the highest dose activity change, negative = inhibition, hits mostly inhibitors; further: on the % scale 0 is the no-effect control and ±100 the full control effect
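Rhodamine-labelled pBACH1 10-mer (100 nM) bound to BRCT domain (100 nM) at pH 7.3; compounds incubated 12 min room temperature, polarization read. Free peptide defines full inhibition; unlabelled decapeptide titrated as control.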
A350 autofl – compound fluoresces in the Alexa 350 spectral region | Compound autofluorescence, 340/450 nm, Alexa 350 dye-equivalents; active compounds read high | max dye-equivalent concentration, M | 11% of 59,000 active; in the data active means max dye-equivalent concentration above about 10 nM; inconclusive means mostly about 1.1 nM to 9.6 nM
USP2a inhib – inhibitors of human ubiquitin-specific protease USP2a. O75604. USP2a enzymatic assay, qHTS inhibition. Potency, µM (titrated, usually from 38.3 µM), for inactives: at the top dose activity change, negative = inhibition, most hits filed as inhibitors. 0.1% of 60,000 active. AID 927;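 further: potency means the concentration at half of the fitted maximal effect; nearly all actives have a fitted effect of over 60% in size; plate controls were DMSO for no effect and NEM full inhibition control for full effect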
Target sequence (O75604 whole entry, looked up): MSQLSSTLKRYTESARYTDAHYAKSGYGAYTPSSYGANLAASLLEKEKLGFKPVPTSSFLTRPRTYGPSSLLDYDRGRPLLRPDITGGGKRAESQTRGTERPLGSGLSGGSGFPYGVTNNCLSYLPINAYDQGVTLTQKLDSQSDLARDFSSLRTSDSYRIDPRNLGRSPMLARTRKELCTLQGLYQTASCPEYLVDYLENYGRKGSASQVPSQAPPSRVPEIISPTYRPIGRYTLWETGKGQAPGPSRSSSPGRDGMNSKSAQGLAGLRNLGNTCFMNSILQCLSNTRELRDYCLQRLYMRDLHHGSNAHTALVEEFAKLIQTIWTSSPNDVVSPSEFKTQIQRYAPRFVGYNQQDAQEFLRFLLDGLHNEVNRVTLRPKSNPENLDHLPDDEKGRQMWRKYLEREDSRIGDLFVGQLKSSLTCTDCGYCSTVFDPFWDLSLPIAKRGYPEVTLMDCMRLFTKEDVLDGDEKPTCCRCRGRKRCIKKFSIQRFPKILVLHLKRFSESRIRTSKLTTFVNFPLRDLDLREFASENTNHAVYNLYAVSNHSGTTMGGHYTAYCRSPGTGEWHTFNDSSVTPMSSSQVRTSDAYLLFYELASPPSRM
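USP2 core (20 nM final) was preincubated with compound for 30 min at RT in 20 mM Tris-HCl pH 8.0, 2 mM CaCl2, 2 mM beta-mercaptoethanol; Ub-PLA2 (20 nM) plus NBD C6-HPC (20 uM) then added, fluorescence read after 2.5 h.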
Rhodamine fluor – compound autofluorescence in rhodamine spectral region. Rhodamine-region fluorescence, 547/598 nm, Tris buffer; active compounds read high. max dye-equivalent concentration, M. 0.05% of 59,000 active; in the data active means max dye-equivalent concentration above about 11 nM; inconclusive means between about 1.1 nM and that limit
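Steps: pin-transfer compounds into pH 8.0 Tris (100 mM), hold 15 min at room temperature, image with a 547/598 nm filter pair, and convert intensities to rhodamine-equivalent concentration using a six-point on-plate rhodamine series.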
Fluorescein autfl – fluorescein region autofluorescence; AID 593; max fluorescein-equivalent concentration, M; 0.91% of 59,000 active; Compound autofluorescence, 480/540 nm, fluorescein-equivalent; active compounds read high; in the data active means max fluorescein-equivalent concentration above about 10 nM; inconclusive means between about 1.1 nM and that limit
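Each compound is tested across a concentration series in 100 mM Tris buffer at pH 8.0. After 15 min at room temperature, plates are imaged with 480 nm excitation and 540 nm emission filters, and intensities are converted to fluorescein-equivalent values.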
HEK293 cAMP cs – raises cAMP in parental HEK293 cells, TSHR agonist counter-screen. Potency, µM (series often up to 57.1 µM), for the others: at the top dose activation, usual class: activators. parental HEK293 CNG cAMP sensor, membrane potential fluorescence. 2.5% of 73,000 active. AID 938; further: potency means the concentration at half of the fitted maximal effect; % of control where 0% means no effect; nearly all actives have a fitted effect of over 55% in size
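Parental HEK 293 cells stably expressing a cAMP-gated CNG channel were loaded with membrane potential dye containing 100 uM RO 20-1724 for 60 min. Compound added for 30 min; depolarization read as fluorescence intensity at 590 nm.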
TexasRed autofl – Texas Red region autofluorescence | Compound fluorescence, Texas Red channel, 547/618 nm; active compounds read high | max dye-equivalent concentration, M | 0.06% of 59,000 active | AID 587; in the data active means max dye-equivalent concentration above about 10 nM; inconclusive means between about 1.1 nM and that limit
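Compound fluorescence was read after 15 min at room temperature in 100 mM Tris, pH 8.0, using 547 nm excitation and 618 nm emission across a concentration series. It was expressed as Texas Red dye-equivalent concentration from an on-plate standard curve.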
* marks the source's active call; other numbers are inactive results; i = inactive; ? = inconclusive; . = not tested or not shown; [ ] = remark or other dose. Unless noted, the call rests on the fitted dose curve; in most records, active means well fitted curve in the direction sought with a large enough effect; inconclusive means small, poorly fitted or top-dose-only effect, or another doubt; inactive means no such curve, though single readings can be large; an effect the other way counts as inactive or inconclusive. An excerpt (hit frequency here may not be typical).

SMILES	4-MU autofl	BRCT inh green	Casp7 inh	Casp1 inh	BRCT inh red	A350 autofl	USP2a inhib	Rhodamine fluor	Fluorescein autfl	HEK293 cAMP cs	TexasRed autofl
COc1ccc(-c2cc(C(F)(F)F)nc(SCC(=O)N3CCOCC3)n2)cc1OC	6.4e-08M*	0.5%	0%	-2%	-0.3%	6.7e-08M*	25%	i	?	5%	i
CCC(c1nnc(SCC(=O)Nc2nnc(-c3ccccc3)o2)n1Cc1ccccc1)N(C)C (stereo unspecified)	i	-1.5%	-4%	6%	-0.8%	i	16%	i	i	?	i
c1ccc(N2CCN(Cc3ccnc4ccccc34)CC2)cc1	.	-2.4%	-4%	-3%	-0.5%	.	-8%	.	.	26%	.
COc1cccc(C2CC(c3ccccc3Cl)Nc3ncnn32)c1 (stereo unspecified)	i	-3.3%	0%	0%	0.1%	i	11%	i	i	2%	i
CCn1c(CCNC(=O)c2cccs2)nnc1SCC(=O)NC1CCCCC1	i	-4.8%	0%	-1%	-0.4%	i	5%	i	i	0%	i
COc1ccc(NS(=O)(=O)c2cc(C(=O)O)ccc2C)cc1	i	-0.5%	0%	-1%	0.1%	i	-7%	i	?	3%	i
COc1cc(C(=O)N2CCN(c3cc(Cl)ccc3Cl)CC2)cc(OC)c1OC	.	3.6%	-2%	-6%	-0.7%	.	.	.	.	7%	.
CS(=O)(=O)Nc1cccc(-c2nccc(Nc3ccc(F)cc3)n2)c1	i	-0.4%	-3%	-2%	-0.2%	i	121%[activator]	i	?	-21%	i
CCCCCCC(=O)N1CCC(c2nc3c(nnn3Cc3ccccc3Cl)c(=O)[nH]2)CC1	i	-0.3%	13µM*	-4%	-2.0%	i	.	i	i	?	i
COc1cccc(OC)c1OCCNCCO	.	-0.9%	2%	-2%	1.8%	.	.	.	.	?	.
CCCS(=O)(=O)N1CCC(C(=O)NCc2cccnc2)CC1	i	-1.7%	2%	3%	-1.4%	i	2%	i	i	4%	i
COc1ccccc1-c1nnc(SCC(=O)OC(C)C)o1	i	0.3%	1%	0%	-2.3%	i	-4%	i	i	17%	?
CSCCC1NC2(C(=O)Nc3c(C)cc(Cl)cc32)[C@@H]2C(=O)N(C3CCCC3)C(=O)[C@H]12 (stereo partly specified)	i	2.0%	-4%	-3%	0.3%	i	38%[activator]	i	?	3%	i
Cc1ccc(Cn2nnnc2CN2CCC(O)(c3ccc(F)cc3)CC2)cc1	i	-1.3%	1%	-2%	-2.5%	i	29%	i	i	23%	i
CCOc1nc(-c2ccccc2)ccc1-c1noc(COc2ccccc2)n1	i	0.2%	-3%	1%	0.2%	i	9%	i	i	13%	?
Cc1ccccc1OCC(=O)Nc1cccc(NC(=O)c2ccco2)c1	.	-0.1%	-2%	-1%	-0.3%	.	.	.	.	-17%	.
CCCc1nc2ccccc2c(=O)n1-c1c(C)n(C)n(-c2ccccc2)c1=O	i	-4.9%	-1%	0%	-3.6%	i	6%	i	?	3%	i
O=C(CSc1nnc2ccccn12)NCCN1C(=O)CSC1=O	4.3e-08M*	0.6%	3%	-1%	-2.0%	5.5e-08M*	-5%	i	i	4%	i
Cc1onc(-c2ccccc2Cl)c1C(=O)NCc1ccco1	.	1.7%	-24%	-5%	-0.6%	.	8%	.	.	6%[11.4 µM]	.
O=C1OC2CCC1(c1ccccc1)C2 (stereo unspecified)	2.3e-06M*	.	.	.	.	2.5e-06M*	.	i	i	.	i
Cn1nc(C(=O)OCC(=O)N2CCc3ccccc32)c2ccccc2c1=O	i	-0.7%	-2%	2%	-0.8%	i	19%	i	i	-20%	i
Cc1cccc(OCC(=O)N(Cc2cccs2)C2CCS(=O)(=O)C2)c1C (stereo unspecified)	i	-0.7%	-2%	0%	0.1%	i	12%	i	i	?	?
Cn1c(=O)c2c(nc(NC3CCCCC3)n2Cc2ccccc2)n(C)c1=O	.	-2.7%	-3%	-3%	-1.1%	.	.	.	.	?	.
CCn1c(=O)cc(SCC(=O)NCc2ccccn2)c2ccccc21	i	-3.4%	-2%	-1%	-1.0%	i	7%	i	i	0%	i
COc1ccccc1N1CCN(c2nc(-c3ccccc3)cc(C(F)(F)F)n2)CC1	i	-1.8%	0%	0%	0.5%	i	-7%	i	i	6%	i
CCS(=O)(=O)N1CCC(C(=O)N2CCN(c3ccccc3)CC2)CC1	i	0.4%	5%	0%	-1.3%	i	-1%	i	i	-2%	i
CCn1c(=O)c(C(=O)NCCCO)c(O)c2ccccc21	i	1.9%	-3%	-1%	-0.1%	i	1%	i	i	8%	i
Cn1c(C(=O)NCCCN2CCN(c3ccccc3F)CC2)cc2c(=O)[nH]c3ccccc3c21	i	0.8%	-6%	-1%	-0.1%	i	46%[activator]	i	i	10%	i
Cc1cccc(-c2nc(CN3CCCC(C(=O)NC4CCCCC4)C3)c(C)o2)c1 (stereo unspecified)	i	-1.1%	-2%	1%	-0.1%	i	25%	i	i	28%	i
CCS(=O)(=O)N1CCN(C2CCC(C)CC2)CC1 (stereo unspecified)	i	-2.2%	1%	2%	-3.5%	?	.	i	i	9%	i
CCOC(=O)Cn1c(=O)oc2cc(S(=O)(=O)Nc3cc(Cl)ccc3OC)ccc21	.	16%	-2%	-3%	0.7%	.	.	.	.	-18%	.
CCOC(=O)N1CCC(NC(=O)CSc2cc(=O)n(CC)c3ccccc23)CC1	?	-1.6%	-1%	1%	-1.7%	?	13%	i	i	-7%	i
Cc1cccc(N2C(=O)CC(N3CCOCC3)C2=O)c1 (stereo unspecified)	.	0.2%	2%	-1%	0.6%	.	-2%	.	.	-1%	.
CN(C)c1nc(Oc2ccc(C(=O)OCC(=O)Nc3ccccc3)cc2)nc(N(C)C)n1	.	2.2%	-2%	-4%	0.2%	.	42%[activator][7.66 µM]	.	.	3.2µM*	.
CC(C)OC(=O)NCCOC(=O)Nc1cccc(Cl)c1	i	-1.3%	0%	-1%	-1.2%	i	-13%	i	i	?	i
COc1cc2c(cc1OC)C(C(=O)NCc1ccco1)C(c1cccs1)N(C)C2=O (stereo unspecified)	i	-4.3%	-1%	0%	0.0%	i	-4%	i	i	7%	i
O=C(c1cnccn1)N1CCC[C@@]2(CCN(C(c3ccccc3)c3ccccc3)C2)C1	i	-2.1%	0%	-2%	-1.6%	i	49%[activator]	i	i	?	i
O=C1CSC(c2cn(-c3ccccc3)nc2-c2cc3ccccc3oc2=O)N1Cc1ccco1 (stereo unspecified)	6.9e-07M*	0.8%	-13%	?	0.7%	5.3e-07M*	52%[activator]	i	i	29%	i
CCCCc1nc2ccccc2n1Cc1nnc2n1-c1ccccc1SC2	i	-0.5%	6%	0%	-1.1%	i	4%	i	i	17%	?
CC(=O)O[C@H]1CSC[C@H]1NC(=O)c1ccccc1	i	0.9%	1%	-4%	-2.9%	?	-4%	i	i	2%	i
CN(Cc1ccccc1)C1CC(=O)N(c2ccc(C(=O)O)cc2)C1=O (stereo unspecified)	i	-1.3%	-1%	0%	-0.6%	i	-7%	i	?	4%	i
Cc1ccc2[nH]c3c(NCc4ccco4)ncnc3c2c1	1.9e-08M*	-2.9%	-6%	-5%	-1.1%	?	31%[activator]	i	i	?	i
COC(=O)NC(CC(C)=O)c1ccco1 (stereo unspecified)	.	-0.8%[15.4 µM]	-1%[11.5 µM]	-1%[11.5 µM]	0.8%[15.4 µM]	.	.	.	.	-2%[11.4 µM]	.
COc1cc(C(=O)OCC(=O)c2c[nH]c3ccccc23)ccc1OCC(=O)N1CCOCC1	i	1.9%	-1%	-1%	-1.6%	i	40%[activator]	i	i	-9%	?
O[C@H](CNc1ccccn1)c1ccccc1	i	0.0%[15.4 µM]	-1%[11.5 µM]	-1%[11.5 µM]	2.0%[15.4 µM]	i	.	i	?	-5%[11.4 µM]	i
O=C(Cc1ccc(F)cc1)N(c1ccccc1)C1C=CS(=O)(=O)C1 (stereo unspecified)	i	-1.4%	2%	0%	-1.5%	i	4%	i	i	-1%	i
Cc1ccc(C(C(=O)NCc2ccco2)N(CC2CCCO2)C(=O)Cn2nnc3ccccc32)cc1 (stereo unspecified)	i	0.0%	-2%	-1%	-0.9%	i	.	i	i	?	i
COC(=O)c1cc2oc(C)cc2n1CC(=O)N1CCCc2ccccc21	i	-1.3%	-7%	-2%	-1.6%	i	47%[activator]	i	i	24%	i
CCOC(=O)CSc1nc2ccccc2c(=O)n1C1CCCC1	i	-1.8%	-2%	-1%	-0.8%	i	-1%	i	i	-3%	i
COCCc1nnc(NC(=O)Cc2ccccc2)s1	i	0.4%	1%	2%	0.2%	i	5%	i	?	-17%	i

A section from further up:
SMILES	4-MU autofl	BRCT inh green	Casp7 inh	Casp1 inh	BRCT inh red	A350 autofl	USP2a inhib	Rhodamine fluor	Fluorescein autfl	HEK293 cAMP cs	TexasRed autofl
CN(Cc1ccccc1)C1CC(=O)N(c2ccc(C(=O)O)cc2)C1=O (stereo unspecified)	i	-1.3%	-1%	0%	-0.6%	i	-7%	i	?	4%	i
Cc1ccc2[nH]c3c(NCc4ccco4)ncnc3c2c1	1.9e-08M*	-2.9%	-6%	-5%	-1.1%	?	31%[activator]	i	i	?	i
COC(=O)NC(CC(C)=O)c1ccco1 (stereo unspecified)	.	-0.8%[15.4 µM]	-1%[11.5 µM]	-1%[11.5 µM]	0.8%[15.4 µM]	.	.	.	.	-2%[11.4 µM]	.

Source: PubChem BioAssay
